KDM5B inhibitor = blocks human KDM5B histone demethylase activity; Q9UGL1; 2.6% of 220,000 active; Potency, µM (series often up to 57.7 µM), for the others: at the top dose activity change, negative = inhibition, actives largely listed as inhibitors; AID 1347165; KDM5B demethylase, FDH-coupled NADH fluorescence (FDH is formaldehyde dehydrogenase); active means well fitted inhibition curve with a large enough effect; inconclusive means small, poorly fitted or top-dose-only effect; inactive means no such curve, though single readings can be large or run the other way; further: 0% is about no effect; nearly all actives have a fitted effect of over 70% in size
Target sequence (Q9UGL1 whole entry, looked up): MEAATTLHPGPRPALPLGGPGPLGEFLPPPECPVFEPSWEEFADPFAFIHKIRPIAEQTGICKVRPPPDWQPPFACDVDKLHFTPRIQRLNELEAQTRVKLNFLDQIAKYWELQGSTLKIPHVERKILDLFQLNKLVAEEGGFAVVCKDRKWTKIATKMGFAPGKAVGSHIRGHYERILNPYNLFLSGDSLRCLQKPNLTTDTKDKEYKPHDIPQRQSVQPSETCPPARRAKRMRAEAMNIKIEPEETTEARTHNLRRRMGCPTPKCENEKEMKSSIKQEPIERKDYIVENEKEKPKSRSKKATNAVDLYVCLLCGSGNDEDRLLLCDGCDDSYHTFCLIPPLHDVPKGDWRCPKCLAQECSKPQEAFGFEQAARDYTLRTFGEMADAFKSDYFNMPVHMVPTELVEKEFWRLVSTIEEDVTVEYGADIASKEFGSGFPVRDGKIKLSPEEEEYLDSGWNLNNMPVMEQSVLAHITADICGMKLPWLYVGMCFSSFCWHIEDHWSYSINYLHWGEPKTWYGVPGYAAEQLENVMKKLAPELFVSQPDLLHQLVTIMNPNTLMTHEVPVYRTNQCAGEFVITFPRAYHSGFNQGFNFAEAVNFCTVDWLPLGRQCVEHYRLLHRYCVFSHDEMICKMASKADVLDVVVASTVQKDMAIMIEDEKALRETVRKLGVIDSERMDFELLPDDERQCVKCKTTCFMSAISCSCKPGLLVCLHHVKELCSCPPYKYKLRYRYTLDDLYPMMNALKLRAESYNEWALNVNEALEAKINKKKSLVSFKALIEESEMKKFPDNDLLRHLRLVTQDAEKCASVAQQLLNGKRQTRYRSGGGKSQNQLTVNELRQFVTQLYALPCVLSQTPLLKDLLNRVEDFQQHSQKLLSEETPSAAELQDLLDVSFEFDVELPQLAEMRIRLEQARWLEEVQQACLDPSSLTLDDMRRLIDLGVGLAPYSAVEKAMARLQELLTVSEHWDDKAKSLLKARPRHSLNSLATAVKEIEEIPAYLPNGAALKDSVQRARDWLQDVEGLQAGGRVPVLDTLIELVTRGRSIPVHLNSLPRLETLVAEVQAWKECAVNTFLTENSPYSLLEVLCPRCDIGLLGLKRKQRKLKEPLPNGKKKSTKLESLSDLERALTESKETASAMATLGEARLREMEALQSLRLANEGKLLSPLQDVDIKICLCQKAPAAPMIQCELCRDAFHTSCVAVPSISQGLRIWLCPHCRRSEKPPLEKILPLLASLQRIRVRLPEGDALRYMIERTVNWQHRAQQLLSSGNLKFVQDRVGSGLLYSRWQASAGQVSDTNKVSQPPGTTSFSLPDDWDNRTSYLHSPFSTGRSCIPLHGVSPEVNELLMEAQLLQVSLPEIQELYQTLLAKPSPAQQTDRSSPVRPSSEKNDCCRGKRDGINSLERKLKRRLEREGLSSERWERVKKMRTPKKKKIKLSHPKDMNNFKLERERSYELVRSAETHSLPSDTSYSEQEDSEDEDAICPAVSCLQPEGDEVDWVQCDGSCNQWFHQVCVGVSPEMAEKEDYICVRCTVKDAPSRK
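Compound dilutions met 200 nM (final) KDM5BΔAP for 10 min at room temperature before substrate addition. The substrate mix held 12.5 µM H3K4me3 with cofactors 25 µM α-ketoglutarate and 50 µM Fe²⁺. NADH signal gain over 30 min defined activity.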
* = called active by the depositor; ? = inconclusive; & = joins results of further samples; [ ] = another dose, or the depositor's remark. Potency means the concentration at half of the fitted maximal effect.

SMILES	KDM5B inhibitor
CCn1c(=O)c(=O)n(CC)c2cc(N3CCCCC3)c(NC(=O)c3cccc(F)c3)cc21	10%
C[C@@H]1C(=O)O[C@H]2[C@H](O)[C@@]34[C@H]5C[C@@H](C(C)(C)C)[C@]36[C@@H](OC(=O)[C@@H]6O)O[C@@]4(C(=O)O5)[C@@]12O	24%
CCOC(=O)C1CCN([C@H]2CS(=O)(=O)C[C@@H]2S(=O)(=O)c2ccc(F)cc2)CC1	6%
Cc1ccc(S(=O)(=O)c2c(Nc3ccccc3)sc(C(=O)c3ccc4c(c3)OCO4)c2N)cc1	-10%
COc1cc(Cl)c(NS(=O)(=O)c2cc3[nH]c(=O)c(=O)[nH]c3cc2C)c(OC)c1	?
OCC1(c2nc(C3CCOCC3)nn2-c2cccc3c2CCC3)CC1	-12%
COCCc1ccc(OCc2ccccc2-c2ccc(=O)n(C)n2)cc1	24%
O=C(NC(NC(=O)c1ccccc1)c1cccc(I)c1F)c1ccccc1	23%
CC(C)S(=O)(=O)N1CC(Oc2ccc(-c3noc(C4CCOCC4)n3)cc2)C1	-9%
CN(C(=O)c1cnc2n1CCN(CCc1ccccc1)CC2)c1ccccc1	5%[86.2 µM]
Cn1nccc1-c1ncc2c(n1)OCCN(c1cccc(C(F)(F)F)c1)C2=O	-9%[86.2 µM]
O=C(Cc1cccc(F)c1)NC1CCN(c2cc(-c3ccc(Cl)cc3)[nH]n2)CC1	-16%
CC1CCCCN1C(=O)c1ccc(CN2C(=O)NC3(CCS(=O)(=O)CC3)C2=O)cc1 (stereo not drawn)	6%
CC(C)CNc1ccc2c(n1)C(C)(C(=O)NC1CCN(C)CC1)CN(Cc1ccccc1)C2 (stereo not drawn)	29%
CCOc1ccccc1NC(=O)Cn1c(=O)n(CC)c(=O)c2c1cc(C)n2C	32%
COc1ccc(CN2C[C@H](O)C[C@H]2c2nc(-c3ccc(C)c(F)c3)no2)cc1	?
CC1(C)C(=O)N(CC2CCOCC2)[C@H]2CN(CCCc3ccccc3)C[C@@H]2[S+]1(=O)[O-]	1%[86.2 µM]
O=C(NNS(=O)(=O)c1ccccc1[N+](=O)[O-])c1cc2ccccc2cc1O	?
COCCNC(=O)CN1C(=O)NC2(CCC(C(C)(C)C)CC2)C1=O (stereo not drawn)	-7%
CNc1c(NC(=O)c2cc(OC)ccc2Br)c(=O)oc2ccccc12	1%
O=C(Nc1ccccc1)N1CCC2(CC1)CC(=O)N(c1ccccc1)c1ccccc1O2	-10%
C[C@@]1(O)CCN(Cc2ccc(C#N)cc2)C[C@H]1N1CCCC1	?
O=C(Nc1ccc(F)cc1)C1CCCN(C(=O)Cc2cccc3ccccc23)C1 (stereo not drawn)	21%
O=C(COc1ccc(Br)cc1F)OCC(=O)c1ccc[nH]1	-4%
CCCN(C)C(=O)C1CCCN(c2cn[nH]c(=O)c2)C1 (stereo not drawn)	-6%
CCc1c(C)sc2c1CCN(C(=O)Nc1cc(C)ccc1C)C2c1ccc(OC)cc1 (stereo not drawn)	-19%
CCOc1ccc2nc(N3CCC(C(=O)Nc4c(C)cccc4C)CC3)sc2c1	5%
CC1CCN(C(=O)c2cn3ccnc(-c4ccc(F)cc4)c3n2)CC1	-32%
CCC(C)NCC#Cc1ccccc1 (stereo not drawn)	18%
O=C(NCc1ccc(F)cc1)c1ccc2c(c1)CNCCO2	6%

Four entries already listed, ordered by length of the SMILES, low to high:
SMILES	KDM5B inhibitor
O=C(NCc1ccc(F)cc1)c1ccc2c(c1)CNCCO2	6%
CCCN(C)C(=O)C1CCCN(c2cn[nH]c(=O)c2)C1 (stereo not drawn)	-6%
CC1CCN(C(=O)c2cn3ccnc(-c4ccc(F)cc4)c3n2)CC1	-32%
O=C(Nc1ccc(F)cc1)C1CCCN(C(=O)Cc2cccc3ccccc23)C1 (stereo not drawn)	21%

Next entries follow:
SMILES	KDM5B inhibitor
Cc1ccc(N2C(=O)CSC23C(=O)N(CC(=O)NCCc2ccccc2)c2ccccc23)cc1C (stereo not drawn)	-7%
COC(=O)c1sccc1S(=O)(=O)N1CCN(c2ccccc2OC)CC1	-53%
CC(=O)Nc1ccc(NC(=O)C(C)Sc2n[nH]c(=O)n2Cc2ccccc2)cc1 (stereo not drawn)	32%[activator]
Cc1nn(CC(=O)N(Cc2ccccc2)C2CC2)c(=O)c2ccccc12	15%
CC1=C[C@@H](CNC(=O)c2cncnc2)[C@H](C(C)C)C[C@H]1Cc1nnc(-c2ccncc2)o1	-13%[86.2 µM]
COC(=O)c1c(C)cccc1NCC(=O)NC(=O)NC(C)(C)C	0%
CN(C)CCNC(=O)C[C@@H]1c2nc(NC(=O)c3ccc(C(C)(C)C)cc3)sc2C[C@@H]2[C@](C)(CO)[C@H](O)CC[C@]21C	1%
CC1CCN(C(=O)CSc2n[nH]c(-c3cc(Br)ccc3O)n2)CC1	?
O=S1(=O)c2c(cccc2N2CCSCC2)Oc2ccccc2CN1Cc1cn(Cc2cccc(F)c2)nn1	?
N#Cc1ccccc1CN1C(=O)c2ccccc2Sc2ccc(C(=O)OCc3ccco3)cc21	-59%
Cc1cc(NC(=O)COC(=O)C2CC(=O)N(c3ccc(Cl)cc3)C2)no1 (stereo not drawn)	26%
Cc1cc(=O)[nH]c(NCCNC(=O)c2cc(-c3cccn3C)n[nH]2)n1	-20%
CCC(CC)NC(=O)CC1CCCN(c2cnn(CCOC)c(=O)c2)C1 (stereo not drawn)	10%
CCc1nnc([C@@H]2CC(F)(F)CN2C(=O)c2ocnc2C)o1	8%
COCCNc1nc(NCc2ccccc2OC)c2cnn(C)c2n1	?
O=C(Nc1ccnn1C1CCN(C(=O)c2ccc3n[nH]nc3c2)CC1)C1CC1	21%
CN(C)S(=O)(=O)c1cccc(C(=O)/C=C/c2cc(-c3cccs3)cs2)c1	-15%
Cc1ccc(C(=O)N2CCC3(CC2)CC(CO)N(C(=O)c2ccccc2)C3)cn1 (stereo not drawn)	1%
Cc1cc(/C=C(/C#N)c2nc3ccccc3n2C)cc(C)c1O	-35%
O=C(Nc1ccccc1)c1nc[nH]c1C(=O)O	?
CN(Cc1ccc(OC(F)(F)F)cc1)C1CCOc2ccccc21 (stereo not drawn)	-21%[86.2 µM]
Cc1c(Cl)cccc1NC(=O)N1CCN(Cc2cc(=O)n3nc(-c4ccccc4F)sc3n2)CC1	-22%
Cn1c(=O)c2c(ncn2CC(=O)Nc2nc(-c3cccc4ccccc34)cs2)n(C)c1=O	2%
O=C(NCCc1ccccc1)Nc1c(NC2CCCC2)c2ccccc2oc1=O	-20%
CC1(C)NC(=O)N(CC(=O)N2CCc3nc(-c4cccnc4)[nH]c3C2)C1=O	5%
O=C(c1ccc(Cl)nc1)N1CCN(c2nc3ncccc3o2)CC1	?
Cc1ccc(C2SCc3cc(C)c(C)cc3CS2)cc1	21%
Cc1cccn2c(Nc3ccccc3)c(-c3ccc(N4CCOCC4)cc3)nc12	?
O=C(Cn1nc2c(cc1=O)CCCCC2)Nc1nc(-c2ccccn2)cs1	?
CC(C)C(NCC(N)=O)c1cccs1 (stereo not drawn)	-4%
COc1ccc(N2CC(c3noc(-c4ccc5c(c4)OCO5)n3)CC2=O)cc1 (stereo not drawn)	32µM*
O=[N+]([O-])c1cccc2nc(/C=C/c3cccc(F)c3)ccc12	-8%
O=C(N[C@@H]1CCC[C@@H]1C(=O)NCCCc1ccccc1)c1ccncc1	-1%
CC(=O)N1CCC2(CC1)CN(C(=O)c1cccc3[nH]ccc13)Cc1ccccc1O2	?
S=C(NCc1ccc(Cl)cc1)Nc1ccc2ccccc2c1	-15%
Cc1cccc(C)c1NC(=O)C(C)Sc1ccc2c(c1)OCCCO2 (stereo not drawn)	16%
COCCn1c(C)cc(O)c(C(c2ccc(Cl)cc2)N2CCCCC2)c1=O (stereo not drawn)	?
Cn1c(CNC(=O)C(Cc2ccccc2)NS(=O)(=O)c2ccc(Cl)cc2)cc(=O)n(C)c1=O (stereo not drawn)	-14%
COc1cccc(NC(=O)NC[C@@H]2C=C(C)[C@H](CC(=O)N3CCN(c4ccccn4)CC3)C[C@H]2C(C)C)c1	32µM*
CCOc1ccc(S(=O)(=O)N2CCN(c3ccccc3)CC2)cc1C(N)=O	23%

6 compounds out of the list above, sorted by the value under KDM5B inhibitor, largest number first:
SMILES	KDM5B inhibitor
CCOc1ccc(S(=O)(=O)N2CCN(c3ccccc3)CC2)cc1C(N)=O	23%
Cc1cccc(C)c1NC(=O)C(C)Sc1ccc2c(c1)OCCCO2 (stereo not drawn)	16%
O=C(N[C@@H]1CCC[C@@H]1C(=O)NCCCc1ccccc1)c1ccncc1	-1%
O=[N+]([O-])c1cccc2nc(/C=C/c3cccc(F)c3)ccc12	-8%
Cn1c(CNC(=O)C(Cc2ccccc2)NS(=O)(=O)c2ccc(Cl)cc2)cc(=O)n(C)c1=O (stereo not drawn)	-14%
S=C(NCc1ccc(Cl)cc1)Nc1ccc2ccccc2c1	-15%

(continued)
SMILES	KDM5B inhibitor
CCCCCCCCC/C(C)=N/NC(=O)C(=O)N/N=C(\C)CCCCCCCCC	20%
O=C(C1CCCCC1)N(Cc1cccnc1)c1nc2c(Cl)cccc2s1	0%
Cc1ccc(NC(=O)C(=O)c2cc(C)n(-c3ccc(F)cc3)c2C)cc1C	?
Cc1ccc(F)cc1N=Cc1ccc2ncccc2c1	?
O=C(NCc1coc(-c2cccs2)n1)c1ccc(OC(F)(F)F)cc1	-30%
CC(=O)NCc1ccc(C(=O)NCCc2c[nH]c3ccccc23)cc1	12%
O=C(NCCc1ccccc1)c1cnc2sc(N3CCOCC3)nn2c1=O	?
Cc1ccc(S(=O)(=O)N2CCOCC2)cc1NC(=O)CSc1nc2ccc(Cl)cc2[nH]1	4%
Cc1ccc(Cl)cc1NC(=O)N1CC(C(=O)N(C)C)C2(CCOCC2)C1 (stereo not drawn)	6%
Cn1c(COc2ccc3c(c2)CCCC3)nnc1SCC(=O)N1CCc2ccccc2C1	-11%
O=C(COc1ccccc1-c1nc(-c2ccccc2)no1)Nc1ccc([N+](=O)[O-])cc1	-9%
COc1ccccc1S(=O)(=O)Nc1cc(C)nn1-c1ccc(C)cc1	-19%
N/C(=N\O)c1ccc(Cl)cc1Cl	8%
CCC(=O)OC1=CN(Cc2ccccc2)S(=O)(=O)c2ccccc21	?
COCCn1ncc(N2CCC(NC(=O)c3cc(C)cc(C)c3)CC2)cc1=O	8%
COc1ccc(C(=O)N2CCCC(c3nccn3CC3CCC3)C2)c(OC)n1 (stereo not drawn)	11%
Cc1cc(C)cc(NC(=O)N2CCN(C(=O)c3nsc4ccccc34)CC2)c1	-18%&9%
Cc1nn(CCC(=O)Nc2cccc(F)c2)c(=O)c(C#N)c1C	17%
Cc1sc(NCCC(C)C)nc1-c1ccc(NS(C)(=O)=O)cc1	-7%
COCc1nc(C2CCN(C(=O)C3CCCCC3)C2)no1 (stereo not drawn)	-5%
CCC(CC)NC(=O)COC(=O)c1cc(S(=O)(=O)N(CC)CC)ccc1N1CCCCC1	4%
N#Cc1ccc(OC[C@@H](O)CN2CCC(C(O)(c3ccccc3)c3ccccc3)CC2)cc1F	-13%
CCN(CC)C(=O)C(=O)c1cn(C)c2ccccc12	15%
CN1Cc2nc(Nc3ccccc3F)ccc2OCC1=O	-13%[115 µM]
COC(=O)c1cc2sccc2n1Cc1ccc(F)cc1	-18%
Cc1nc2sc3c(c2c2nc(C(=O)NCCN(C)C)nn12)CCCC3	?
O=C(NCCc1ccc(Cl)cc1)C(=O)NCC(c1cccs1)S(=O)(=O)c1cccs1 (stereo not drawn)	-14%
COc1ccc(-c2nc3cc(C)ccc3cc2CN2CCN(C)C(=O)C2)cc1OC	-11%
c1ccc(CCCNc2nc(Nc3ccccc3)c3nccnc3n2)cc1	15%
CCOc1cc(=O)n2c(c1C(=O)Nc1cccc(C(F)(F)F)c1)CCCC2	-9%
CCn1cc(CN2CCC([C@@H]3CNC[C@H]3CO)CC2)c2cc(OC)ccc21	?
CC(C)CC(NC(=O)C1CCC(C)CC1)C(=O)NCCN1CCOCC1 (stereo not drawn)	20%
CCCc1cc(=O)oc2cc(OC(C)C(=O)NC3CC(C)(C)NC(C)(C)C3)ccc12 (stereo not drawn)	?
Cc1ccc(Cl)cc1NC(=O)c1cnn2c(C(F)F)cc(-c3ccccc3)nc12	-48%
O=C(CN(Cc1cccs1)C1CC1)NCC1CCCO1 (stereo not drawn)	12%
CCOc1ccccc1CN1CCC(N2CCCC(C(=O)NC3CC3)C2)CC1 (stereo not drawn)	18%
CNC(=O)[C@@H]1CN(C(=O)c2cccc(C#N)c2)C[C@H]1COC	5%
CCNc1c(NC(=O)NC2(CC(=O)OCC)CCCCC2)c(=O)oc2ccccc12	13%
O=c1oc2ccccc2cc1S(=O)(=O)c1ccc(Cl)c(Cl)c1	-13%
CN(C)/N=C/C=C1\CCC/C(=C/c2cccs2)C1=O	-4%
Cc1cccc(OCCOC(=O)c2ccc3nccnc3c2)c1	4%
CCOC(=O)c1noc2ncn(CC(=O)Nc3ccc(C)c(F)c3)c(=O)c12	-20%
CCOc1cc(-c2nc(C3CC(=O)N(c4ccc(F)cc4)C3)no2)cc(OCC)c1OCC (stereo not drawn)	-11%
COc1ccccc1CNC(=O)CCCn1c(=O)c2ccccc2n(Cc2ccc(C)cc2)c1=O	-41%
COc1ccc(-c2c3c(nc4sc(C(=O)Nc5ccc(Cl)cc5)c(N)c24)CC(C)(C)CC3=O)cc1	-39%
CSCC(=O)N1C[C@@H](NC(=O)Nc2ccc(F)cc2F)C[C@H]1C(=O)N[C@H](Cc1c[nH]c2ccccc12)C(N)=O	16%
Cc1nc2ccccc2n1CC(O)COc1ccc(C(=O)O)cc1 (stereo not drawn)	-20%

Compound activity deposited in PubChem BioAssay by National Center for Advancing Translational Sciences (NCATS).

Not all compounds are listed. The share of hits here may be higher or lower than overall.
